Screening data as filed in PubChem.
NOD1 inhibition: NOD1 signaling inhibitors, primary screen, cell-based, luminescence, uHTS (AID 1578); 1% of 290,000 active; NOD1-driven NF-kB luciferase reporter cells, luminescence; higher % means a stronger effect; inhibition, % at 4 µM; hits with a dose series show EC50 in µM; in the data active means inhibition mostly above about 36%, no sharp cut-off; inactive means mostly below about 34%;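 further: HEK-293T reporter cells stimulated with the NOD1 agonist gamma-tri-DAP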
HIV fusion peptide: inhibitors of HIV fusion peptide binding, primary screen, biochemical, uHTS, fluorescence dequenching (AID 1986). 0.3% of 290,000 active. inhibition, % at 20 µM, or IC50 in µM where a hit was titrated. cell-free peptide binding, fluorescence dequenching, 30 min; higher % means a stronger effect; in the data active means inhibition mostly above about 52%, no sharp cut-off; inactive means mostly below about 76%; further: some results filed as inactive read as strong as hits
West Nile antiviral: West Nile virus antiviral activity, cell-based, CPE readout (AID 1621) | 0.02% of 290,000 active | West Nile virus-infected cells, CPE inhibition; higher % means a stronger effect | CPE inhibition, % at 10 µM; hits with a dose series show IC50 in µM; in the data active means a potency from the dose series; inconclusive means CPE inhibition mostly from about 3.7% at the one dose, without a potency; inactive means the rest, 99 in 100 with CPE inhibition below about 2.2%; further: strong numbers were not always called active
KOR beta-arrestin-1: KOR antagonists, beta-arrestin recruitment, cell-based, luminescence, uHTS (AID 1778) | Kappa-type opioid receptor (Homo sapiens) | 0.091% of 290,000 active | KOR beta-arrestin recruitment, luminescence, antagonist mode; higher % means a stronger effect | inhibition, % at 10 µM, or IC50 in µM where a hit was titrated; further: strong numbers were not always called active
NOD2 inhibition: NOD2 signaling inhibitors, cell-based, luminescence, uHTS, HEK293 (AID 1566). 0.63% of 290,000 active. one-dose inhibition, % at 4 µM; EC50 in µM for titrated hits. HEK293 NOD2/NF-kB luciferase reporter, luminescence; higher % means a stronger effect; further: many of its hits are not listed in these tables
NS5 inhibitors: Dengue-2 NS5 methyltransferase inhibitors, primary screen, biochemical, confirmation dose response (AID 588689) | Dengue-2 NS5 methyltransferase capping enzyme assay, biochemical; higher % means a stronger effect | 0.3% of 340,000 active | inhibition, % at 25 µM; hits with a dose series show IC50 in µM; in the data active means a potency from the dose series; inconclusive means inhibition above about 29% without an active follow-up result
KOR beta-arrestin-2: KOR agonists, beta-arrestin recruitment, primary screen, cell-based, luminescence, uHTS (AID 1777) | Kappa-type opioid receptor (Homo sapiens) | activation, % at 10 µM, or EC50 in µM where a hit was titrated | KOR beta-arrestin recruitment, luminescence; higher % means a stronger effect | 0.02% of 280,000 active; in the data active means activation above about 50%, passing the limit was not always enough; further: a part of the inactive calls stands beside numbers as strong as those of hits
AID2073: inhibitors of Mint1-CaV2.2 protein interaction, biochemical, HTRF (AID 2073); Voltage-dependent N-type calcium channel subunit alpha-1B (Homo sapiens); HTRF protein-protein interaction, Mint1-CaV2.2; higher % means a stronger effect; inhibition, % at 20 µM; hits with a dose series show IC50 in µM; 0.19% of 290,000 active; in the data active means inhibition mostly above about 51%, no sharp cut-off; inconclusive means no clear call, values can overlap the other calls; inactive means mostly below about 53%; further: some results filed as inactive read as strong as hits
Yfh1-depleted yeast: enhancers of respiration in Yfh1-depleted yeast, dose response, Friedreich's ataxia, plus single-dose screen (AID 1465); S. cerevisiae Yfh1-off respiration, WST-1 reduction, 72 h; higher fold induction means a stronger effect; one-dose fold induction at 50 µM; EC50 in µM for titrated hits; 0.074% of 220,000 active;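 active means fold induction of absorbance versus untreated yeast above a set limit, then at least 30% activation at any dose in follow-up; inconclusive means repeats straddling the limit, or above it without dose testing; inactive means fold induction below the set limit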;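 further: activators that raise dye reduction in frataxin-depleted yeast; strong numbers were not always called active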
NS5 inhibitors pilot replicate: second read-out of NS5 inhibitors, no call of its own (marks repeat the call); inhibition, %; measured here: pilot screen replicate inhibition
* hit, by the source's call; i = inactive; ? = inconclusive; · = not tested or not shown; [ ] = remark or other dose. Unless noted, no stated cut-off is given here; in the data, active means inhibition above about 50%; inactive means the rest.

SMILES | NOD1 inhibition | HIV fusion peptide | West Nile antiviral | KOR beta-arrestin-1 | NOD2 inhibition | NS5 inhibitors | KOR beta-arrestin-2 | AID2073 | Yfh1-depleted yeast | others
CCOC(=O)/C=C1\SCC(=O)N1Cc1nnc(-c2ccccc2Br)o1 | -38% | 9.7% | -0.1% | 18% | -20% | -16% | -1.7% | 12% | i
Cc1ccccc1C(=O)NCCCNC(=O)c1cnccn1 | 0% | -0.1% | 0.1% | 4% | 22% | -1% | -3.5% | 4% | ·
COc1ccc(N2CCN(C(=O)c3ccc(NS(=O)(=O)c4ccccc4)cc3)CC2)cc1 | 31% | -0.4% | -0.3% | -58% | -17% | -8% | 12% | -10% | i
CC(=O)OCC12COC3c4ccccc4OC(C)(CC1C)C3C2C (configuration not stated) | -2% | -0.2% | -0.4% | -21% | 15% | -8% | -0.4% | 6% | i
O=C1N(c2ccccc2)c2ccccc2C1(O)C(F)(F)F (configuration not stated) | -1% | -0.1% | 0.2% | -14% | 11% | -10% | -3.7% | -1% | ·
COc1ccc(C(=O)NCc2nnc(SCC(=O)NC3CCCC3)o2)cc1 | -16% | 0.9% | -0.5% | -10% | 8% | -15% | -6.9% | -3% | ·
Cc1ccc2nc(-c3cccc(Br)c3)cc(C(=O)NC3CC3)c2c1 | -39% | 0.0% | 0.1% | -26% | 6% | -3% | 3.2% | 4% | ·
Cc1nc2ccc(NC(=O)Cc3ccc4c(c3)OCCO4)cc2s1 | -11% | -0.9% | -0.3% | 13% | 0% | -7% | -1.9% | -12% | i
CN(C(=O)/C=C/c1ccccc1)C1CCS(=O)(=O)C1 (configuration not stated) | 2% | -1.3% | -0.5% | -11% | 18% | -7% | 0.4% | 3% | i
O=C(Cn1cc(C(F)(F)F)ccc1=O)N/N=C/c1ccc(Cl)cc1 | -18% | 0.8% | -0.5% | -1% | 12% | -2% | 4.2% | -1% | i
O=C(Nc1nnc(S(=O)(=O)Nc2ccccc2)s1)C1CCCCC1 | -18% | 6.4% | -0.1% | -9%[20 µM] | -5% | -4% | 0.5% | 14% | ·
CC(CC(=O)N1CCN(c2ccccc2F)CC1)c1ccccc1 (configuration not stated) | 17% | -0.5% | -0.8% | · | 14% | -1% | 0.1% | 7% | i
O=C1OC(c2ccc(Cl)cc2)=N/C1=C\c1cccnc1 | 19% | 3.6% | 0.2% | 28% | 4% | 8% | -0.4% | 9% | i
CC(C)Sc1cc(Cl)nc(NC(=O)Nc2ccccc2)n1 | 5% | -0.9% | 0.7% | 26% | 13% | -6% | -3.7% | 9% | ·
O=C(Nc1ccccc1)Nc1ccno1 | 7% | -1.0% | -1.0% | 3% | -10% | -20% | · | -1% | i
O=C(Nc1ccccc1C(=O)NCC1CCCO1)c1ccc(Cl)cc1Cl (configuration not stated) | -24% | -3.5% | 0.0% | -2% | 6% | -7% | -0.9% | 4% | i
COc1ccc(C(=O)N2CCC(C(=O)Nc3ccc(C)cc3)CC2)cc1 | -34% | 0.0% | -0.3% | 22% | 5% | -4% | -1.9% | 7% | i
CC(=O)NS(=O)(=O)c1cccnc1Nc1ccc(Cl)cc1 | 5% | 1.2% | -0.2% | 7% | 1% | -9% | 0.0% | 3% | i
O=C(CN1CCN(c2ccc(C(F)(F)F)cn2)CC1)Nc1ccc2c(c1)OCO2 | 1% | 0.0% | 0.1% | -22% | -1% | -3% | 1.8% | -1% | i
Nc1nc(Nc2ccc(Cl)cc2)nc2ccccc12 | 24% | -2.7% | -1.7% | 6% | -174% | 6% | 98% | -3% | i | NS5 inhibitors pilot replicate=-3.0
Cc1nnc(NC(=O)CSc2nccn2Cc2ccc(F)cc2)s1 | -5% | 0.6% | 0.3% | -21% | 14% | -4% | 5.9% | 10% | ·
O=C(NCc1ccco1)c1nc2ncccn2n1 | -16% | 1.7% | -0.1% | 7% | 10% | -5% | 2.1% | -2% | i
O=C(O)c1cc(-c2ccc(/C=N/NC(=S)Nc3ccccc3)o2)ccc1Cl | -29% | 38% | 0.1% | -62%[20 µM] | -8% | · | -3.0% | 29% | i
Cc1ccc(CN2CCN(Cc3cccn3-c3nccs3)CC2CCO)cc1 (configuration not stated) | -23% | -1.2% | -1.0% | -27%[20 µM] | 6% | 3% | · | -8% | i
Cc1cc(-c2ccc(C)c(S(=O)(=O)Nc3ccc(S(N)(=O)=O)cc3)c2)on1 | -16% | 3.4% | 0.4% | -23% | 6% | -8% | -2.3% | 10% | ·
CCOC(=O)N1CCC(=NNC(=O)COc2ccc(C#N)cc2)CC1 | -24% | 0.9% | 0.2% | -17% | -9% | -5% | -0.1% | 1% | i
C#CCN(C#N)c1nc(NCC)nc(NC(C)C)n1 | -12% | 1.3% | -0.3% | 9% | 12% | -6% | -1.6% | -17% | i
Cc1nc(S(=O)(=O)c2ccc(Cl)cc2Cl)nc2c1CCC2 | -13% | -1.3% | -0.5% | 26% | 1% | -3% | -1.3% | 4% | i
CCCCCNC(=O)c1ccc2c(=O)[nH]c3c(C(=O)NCC4CCCO4)sc(=S)n3c2c1 (configuration not stated) | 17% | 20µM* | 0.0% | 14% | 19% | 9% | -5.5% | -7% | i
O=C(/C=C/c1ccc2c(c1)OCO2)Nc1nc2ccc(F)cc2s1 | -12% | -1.5% | -0.4% | 19% | -99% | 3% | 1.8% | 38% | i
COc1cccc(C2CC(=O)Nc3c2c(=O)[nH]c2ncnn32)c1 (configuration not stated) | -17% | -1.2% | 0.2% | 1% | 16% | -7% | -4.1% | 0% | i
Cc1c(CC=C(Cl)Cl)c(=O)[nH]c2c(C)cccc12 | -17% | -2.3% | -0.2% | 18% | 14% | · | -3.0% | 7% | i
NS(=O)(=O)c1ccc(CCNC(=O)C2CCN(S(=O)(=O)c3cccc4cccnc34)CC2)cc1 | -5% | -0.2% | 0.1% | -12% | 0% | -1% | 5.0% | 15% | ·
O=C(NCc1ccccc1Cl)C1CCC(=O)N(C2CC2)C1 (configuration not stated) | -9% | -0.4% | 0.1% | 4% | 9% | 3% | 1.4% | 4% | ·
Cc1cccc(/C=N/NC(=O)c2cc(Br)ccc2O)n1 | -22% | -1.4% | 0.4% | 20% | -34% | 3% | 6.1% | -1% | ·
O=C(Cn1cnc2c(nc3n2CCCCC3)c1=O)Nc1cccc(C(F)(F)F)c1 | -31% | 0.3% | 0.1% | -8% | 23% | -1% | 0.1% | -8% | ·
COc1ccc(OC)c(N(CC(=O)NCCc2ccc(OC)c(OC)c2)S(=O)(=O)c2ccccc2)c1 | 37% | -0.4% | -1.1% | 23% | 11% | -2% | -0.8% | 3% | ·
CCCc1nnc(SCC(=O)NC2CCCCC2)n1CCOC | -6% | -2.0% | 0.6% | 5% | 12% | -16% | 2.8% | 6% | ·
NC(=O)CSc1nc2ccccc2n1Cc1ccccc1F | -20% | 2.1% | 0.4% | 3% | 4% | -7% | -0.8% | -3% | i
CC(=O)N1CCN(c2ccc(NC(=O)c3cccc(Cl)c3Cl)cc2)CC1 | -40% | -2.8% | -1.6% | 20%[20 µM] | -5% | 0% | -6.4% | 9% | ·
COc1cccc2cc(-c3nc(-c4cccs4)cs3)c(=O)oc12 | -93% | 19% | 0.8% | 14% | -69% | ? | -1.9% | 20% | i
CN(C)S(=O)(=O)N(CC(=O)N1CCOCC1)c1ccccc1 | -8% | 1.8% | -0.1% | 22% | 0% | 1% | -4.2% | 5% | i
Cc1c(C(=O)NCCN2CCOC2=O)oc2c(F)cccc12 | -9% | 3.4% | -0.1% | -6% | 20% | 0% | 7.5% | 2% | ·
O=c1[nH]n(-c2ccc([N+](=O)[O-])cc2)c(=O)c2ccccc12 | -24% | -1.0% | 0.7% | -7%[20 µM] | -7% | -8% | -2.5% | 6% | i
COc1cccc2cc(C(C)=O)oc12 | -52% | -0.8% | -0.1% | -29% | 5% | 1% | -1.7% | 0% | i
O=P(CCNCc1ccco1)(c1ccccc1)c1ccccc1 | -22% | 5.8% | 0.0% | -4% | -8% | 1% | 0.2% | 14% | i
Cc1cccc(-n2ncc3c(NCc4ccco4)ncnc32)c1 | -32% | 1.1% | · | -8% | 2% | -1% | 0.1% | 18% | ·
O=C(O)c1ccc(N2C(=O)CC(SC(=NCc3ccc4c(c3)OCO4)Nc3ccc(F)cc3)C2=O)cc1 (configuration not stated) | -16% | 53% | -0.3% | -18% | 26% | 4% | -0.5% | 36% | i
CC(C)c1ccc(S(=O)(=O)NC2CCCC2)cc1 | -22% | -0.2% | -0.4% | -15% | -1% | -2% | 5.9% | 0% | ·
COC(=O)c1cn(NC(=O)Cc2cccc(OC)c2)c(=O)c2ccccc12 | -29% | -0.5% | -1.1% | 30% | -7% | -1% | -0.8% | 13% | i
NC(=O)c1ccc(NC(=O)CCCNC(=O)c2ccc(Cl)cc2)cc1 | 10% | 0.0% | · | 31% | -16% | -6% | 0.5% | 5% | ·

Gathered by group, the entries above with two or more sulfur atoms (6)
SMILES | NOD1 inhibition | HIV fusion peptide | West Nile antiviral | KOR beta-arrestin-1 | NOD2 inhibition | NS5 inhibitors | KOR beta-arrestin-2 | AID2073 | Yfh1-depleted yeast | others
O=C(Nc1nnc(S(=O)(=O)Nc2ccccc2)s1)C1CCCCC1 | -18% | 6.4% | -0.1% | -9%[20 µM] | -5% | -4% | 0.5% | 14% | ·
Cc1nnc(NC(=O)CSc2nccn2Cc2ccc(F)cc2)s1 | -5% | 0.6% | 0.3% | -21% | 14% | -4% | 5.9% | 10% | ·
Cc1cc(-c2ccc(C)c(S(=O)(=O)Nc3ccc(S(N)(=O)=O)cc3)c2)on1 | -16% | 3.4% | 0.4% | -23% | 6% | -8% | -2.3% | 10% | ·
CCCCCNC(=O)c1ccc2c(=O)[nH]c3c(C(=O)NCC4CCCO4)sc(=S)n3c2c1 (configuration not stated) | 17% | 20µM* | 0.0% | 14% | 19% | 9% | -5.5% | -7% | i
NS(=O)(=O)c1ccc(CCNC(=O)C2CCN(S(=O)(=O)c3cccc4cccnc34)CC2)cc1 | -5% | -0.2% | 0.1% | -12% | 0% | -1% | 5.0% | 15% | ·
COc1cccc2cc(-c3nc(-c4cccs4)cs3)c(=O)oc12 | -93% | 19% | 0.8% | 14% | -69% | ? | -1.9% | 20% | i

Nothing new here: entries from further up.
SMILES | NOD1 inhibition | HIV fusion peptide | West Nile antiviral | KOR beta-arrestin-1 | NOD2 inhibition | NS5 inhibitors | KOR beta-arrestin-2 | AID2073 | Yfh1-depleted yeast | others
COC(=O)c1cn(NC(=O)Cc2cccc(OC)c2)c(=O)c2ccccc12 | -29% | -0.5% | -1.1% | 30% | -7% | -1% | -0.8% | 13% | i
NC(=O)c1ccc(NC(=O)CCCNC(=O)c2ccc(Cl)cc2)cc1 | 10% | 0.0% | · | 31% | -16% | -6% | 0.5% | 5% | ·

The list is partial; the hit share may differ from the screen's.
